ABHD4 inh – inhibits mouse alpha/beta hydrolase domain 4; Q8VD66; 0.54% of 370,000 active; purified mABHD4, FP-Rh probe fluorescence polarization; inhibition, % at 8.92 µM;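 active means inhibition exceeding the mean over every tested compound plus 3 SD, cut at about 30% in these data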;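 further: 0% = plate median of compound wells and 100% = S159A mutant with DMSO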
Target sequence (Q8VD66 whole entry, looked up, the tested form may be a part): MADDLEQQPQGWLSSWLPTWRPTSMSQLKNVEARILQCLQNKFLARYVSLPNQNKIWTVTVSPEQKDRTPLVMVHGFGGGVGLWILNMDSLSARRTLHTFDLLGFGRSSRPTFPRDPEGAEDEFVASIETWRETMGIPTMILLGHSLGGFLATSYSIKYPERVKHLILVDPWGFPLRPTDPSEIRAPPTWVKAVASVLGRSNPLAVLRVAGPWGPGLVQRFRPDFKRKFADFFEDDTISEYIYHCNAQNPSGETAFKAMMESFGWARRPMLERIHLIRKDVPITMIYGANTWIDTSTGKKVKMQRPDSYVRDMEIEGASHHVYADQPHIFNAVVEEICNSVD
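Assay system: mouse ABHD4 enzyme, wild type / Also added: fluorescent activity-based probe FP-Rh / Doses: single nominal dose of 8.92 µM, 0.89% DMSO final / Timing: 45 min compound pre-incubation plus 60 min probe step, 25 °C / Signal: FP readout, ex 525 nm / em 598 nm / Control set: S159A mutant/DMSO as 100%, compound-well median as 0%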
HTRA1 inh – HTRA1 (human) protease inhibition; Q92743; recombinant HTRA1, FP-rhodamine activity-based probe, fluorescence polarization; inhibition, % at 5.96 µM; 0.5% of 340,000 active; in the data active means inhibition above about 36%;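 further: 0% = enzyme with DMSO and 100% = wells lacking enzyme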
SIAE primary – human SIAE inhibition, primary screen; Q9HAT2; SIAE FP-Rh probe binding, fluorescence polarization; inhibition, % at 9.66 µM; 0.69% of 370,000 active; AID 1053197;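 active means inhibition above a cutoff: mean of compounds within the control limits plus 3 SD of those, cut at about 17% in these data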;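 further: 0% = plate median of compound wells and 100% = probe without SIAE protein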
UHRF1 binding – blocks human UHRF1 binding to methylated DNA; Q96T88; AID 687016; UHRF1 binding to methylated oligo, TR-FRET; inhibition, % at 4.4 µM; 0.75% of 370,000 active; in the data active means inhibition above about 21%;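 further: UHRF1 SRA domain binding a hemimethylated CpG hairpin DNA probe; 0% = median of test compound wells and 100% = reference inhibitor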
GC-B act – GC-B (human) receptor activation; P20594; 0.11% of 370,000 active; HEK293-GC-B cells, CNP EC30, cGMP TR-FRET; 0% at EC30 CNP, 100% saturating CNP; activation, % at 10 µM;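 active means activation at 10 µM reaching about 35% in either raw or pattern-adjusted values, limit read from the data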
NPR1 activator – GC-A (human) enzyme activation. P16066. HEK293 GC-A cells, cGMP TR-FRET, EC30 ANP; 0% at EC30 ANP, 100% saturating ANP. activation, % at 10 µM. 0.14% of 370,000 active. AID 1671463; in the data active means activation above about 40%
PRMT1 FP inh – PRMT1 (human) inhibition, primary screen; recombinant PRMT1, activity-based probe fluorescence polarization; inhibition, % at 2.79 µM; 1.3% of 370,000 active;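 active means inhibition above about 21% made by adding two undisclosed values, limit read from the data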
Target sequence (Q99873 whole entry, looked up): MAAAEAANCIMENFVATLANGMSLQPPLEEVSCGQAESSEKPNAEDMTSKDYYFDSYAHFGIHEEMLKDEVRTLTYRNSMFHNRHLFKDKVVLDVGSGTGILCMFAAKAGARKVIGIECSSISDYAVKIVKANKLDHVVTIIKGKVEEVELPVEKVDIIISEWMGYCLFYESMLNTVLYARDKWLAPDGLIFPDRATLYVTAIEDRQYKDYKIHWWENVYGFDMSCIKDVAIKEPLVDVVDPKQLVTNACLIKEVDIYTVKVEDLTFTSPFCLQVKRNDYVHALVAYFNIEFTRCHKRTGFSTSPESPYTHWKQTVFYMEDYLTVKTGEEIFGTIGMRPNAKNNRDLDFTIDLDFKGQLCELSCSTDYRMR
TCR-CD3 inh – blocks the human TCR-CD3 interaction; TAMRA-labeled TCR probe fluorescence, biochemical; inhibition, % at 9.4 µM; 0.37% of 360,000 active; AID 651800; in the data active means inhibition above about 19%;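 further: recombinant mutant TCR 2C K166C tagged with TAMRA read by polarization; 0% = receptor in buffer alone and 100% = receptor with positive control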
MBD2 inh – MBD2-methylated oligo binding inhibition | inhibition, % at 4.4 µM | 0.31% of 370,000 active | AID 686964 | TR-FRET, MBD2 binding to methylated oligonucleotide | Q9UBB5; in the data active means inhibition above about 13%
rCAG binder – r(CAG) repeat RNA binding; TO-PRO-1 dye displacement fluorescence; 1.3% of 370,000 active; AID 651821; inhibition, % at 3 µM;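 active means inhibition above the plate cutoff, the mean of all test compounds on that plate plus 3 SD, cut at about 35% in these data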;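 further: 0% = DMSO alone and 100% = 100 µM mitoxantrone as full dye displacement; higher means more dye released from RNA so lower well fluorescence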
An asterisk follows results filed as active; nt = no result given. The list is partial; count on the stated rates, not on these rows.

Sequence of screens: ABHD4 inh, HTRA1 inh, SIAE primary, UHRF1 binding, GC-B act, NPR1 activator, PRMT1 FP inh, TCR-CD3 inh, MBD2 inh, rCAG binder
CCOc1ccc(Nc2nc(NCc3ccco3)nc(N)c2[N+](=O)[O-])cc1
 : 4, -2, -2, 1, 1, 1, 3, -5, 2, 3
CC(=O)OCCOc1nc(NC(C)C)nc(NC(C)C)n1
 : 3, 7, 8, 2, 7, 0, 0, 3, -2, -5
O=C(/C=C/c1ccccc1)Nc1cccc(C(=O)O)c1
 : -12, -1, 2, 0, 2, 0, 1, 2, -1, 3
CCOC(=O)N1CCC(NC(=O)c2cc(C(=O)Nc3ccc(OCC)cc3)ccc2CO)CC1
 : 6, 2, 2, -2, -2, -2, -2, -4, 1, -11
COc1ccc(N2CCN(C(=O)CCNS(=O)(=O)c3cccs3)CC2)cc1
 : -3, 1, -5, 2, 2, 7, -3, 5, -2, -2
Cc1cc2c(cc1S(=O)(=O)CCC(=O)NC1CCCCC1C)OCC(=O)N2 (stereo unspecified)
 : 4, 1, -8, -1, 2, 2, -3, 1, 2, 1
Cc1ccc(S(=O)(=O)N(C)c2ccc(C(=O)N(C)Cc3nc4ccccc4c(=O)[nH]3)cc2)cc1
 : 3, -4, 0, 2, 0, -3, 2, 6, -4, -5
O=C(CCSc1ccccc1)N1CCCC1
 : 2, -5, 3, -1, 5, 3, -2, 8, 2, -2
O=C(NC1CCCCCCC1)c1ccc2c(c1)N(Cc1ccc(F)cc1)C(=O)CS2=O (stereo unspecified)
 : -4, -15, -9, -2, 6, 0, 1, 10, 2, 5
COc1ccc(C(=O)OCCN2CCOCC2)cc1
 : 0, 3, 11, 0, 2, 2, -1, -5, 3, -1
CC(C)CN(C(=O)CN1CCN(c2ccccc2F)CC1)c1c(N)n(CC(C)C)c(=O)[nH]c1=O
 : 1, -1, -8, -2, -2, 3, -4, 8, -3, 0
CC(C)Cn1c(N)c(C(=O)COC(=O)Cc2cccc(C(F)(F)F)c2)c(=O)n(C)c1=O
 : -11, -8, -6, 0, 2, 1, -1, 4, -3, -3
Cc1ccc(CCN2CCN=C2Nc2ccccc2)cc1
 : 3, 5, -1, 0, -4, -1, -1, -7, -2, 0
O=C(NC1CCCN(Cc2ccc(Cl)cc2)C1)c1cccc(N2CCCC2=O)c1 (stereo unspecified)
 : -5, 1, -2, -1, -3, -4, 1, -2, 5, -6
O=C(OCC(=O)N1CCCCC1)c1cc2ccccc2cc1O
 : -4, -6, -2, 3, 0, 4, 2, -5, 0, 2
O=C(O)CCc1nn2c3ccccc3n(Cc3ccccc3)c2nc1=O
 : 5, 0, 7, 0, 3, 0, -1, 5, -4, -2
CCOC(=O)c1c(NC(=O)C(C)Sc2c[nH]c3ccccc23)sc2c1CCC2 (stereo unspecified)
 : -20, -20, -11, -4, 2, -4, 0, -1, -4, 14
CCN1CCN(C(=O)CN(CCc2ccccc2)S(C)(=O)=O)CC1
 : -12, 0, 2, 5, 0, 4, -4, -5, -4, 1
CCOC(=O)c1c(O)c2c(n(Cc3ccco3)c1=O)CCCC2
 : -1, -6, -5, 3, 0, 3, 0, 4, -1, 1
Cc1cc(C(=O)OCC(=O)N2CCCCCC2)ccc1[N+](=O)[O-]
 : 0, 5, 5, 0, -1, 3, 1, -5, 2, -5
COc1ccc(CCNC(=O)c2cc3c(cc2Cl)N2CCCCCC2=NS3(=O)=O)cc1
 : 1, -4, -3, -2, -1, 0, -1, 8, -7, 0
Cc1cc(C)cc(NC(=O)CN2CCC(C(=O)c3ccccc3)CC2)c1
 : -7, -14, 10, -3, -4, 0, 1, -4, 1, -1
CCOC(=O)c1sc(=NC(=O)CCS(=O)(=O)c2ccccc2)n(C)c1C
 : 3, 2, 0, 0, 2, -7, 1, -1, 1, -3
CCN1CCN(C(c2cccs2)C(C)NC(=O)c2cccnc2)CC1 (stereo unspecified)
 : -1, 2, -9, 1, 3, 2, -3, 2, 0, -2
CC(C)(C)c1nnc(N/N=C/c2ccccc2O)n(N)c1=O
 : -1, 9, 3, -3, 3, 2, 0, 2, -1, -2
CCN(c1ccccc1)S(=O)(=O)c1ccc(OC)c(NC(=O)COc2ccc(C(C)=O)cc2)c1
 : 3, -8, 13, 2, 4, -3, 7, -1, 1, 1
CC(C)N(Cc1nc(-c2ccc(Cl)cc2)no1)C(=O)CCC1CCCC1
 : -3, -37, -7, 0, -5, 25, -4, 0, -6, 2
NNC(=S)Nc1ccc(C(F)(F)F)cc1Cl
 : 2, 3, 0, 0, 2, 0, 1, -15, 6, 1
COc1ccc(S[C@]2(C(=O)N(C)C)CC(=O)N(C(=O)C3CC3)[C@@H]2c2ccc(OC)cc2)cc1
 : 34*, nt, -2, 1, -10, -7, 42*, nt, 1, 3
Cc1ccc2[nH]c3c(N4CCc5ccccc5C4)ncnc3c2c1
 : 29, -27, 23*, 2, 14, 15, 4, 2, -6, 9

Another view of four compounds above:
> O=C(O)CCc1nn2c3ccccc3n(Cc3ccccc3)c2nc1=O
  ABHD4 inh = 5	HTRA1 inh = 0	SIAE primary = 7	UHRF1 binding = 0	GC-B act = 3	NPR1 activator = 0	PRMT1 FP inh = -1	TCR-CD3 inh = 5	MBD2 inh = -4	rCAG binder = -2
> CCOC(=O)c1c(NC(=O)C(C)Sc2c[nH]c3ccccc23)sc2c1CCC2 (stereo unspecified)
  ABHD4 inh = -20	HTRA1 inh = -20	SIAE primary = -11	UHRF1 binding = -4	GC-B act = 2	NPR1 activator = -4	PRMT1 FP inh = 0	TCR-CD3 inh = -1	MBD2 inh = -4	rCAG binder = 14
> CCN1CCN(C(=O)CN(CCc2ccccc2)S(C)(=O)=O)CC1
  ABHD4 inh = -12	HTRA1 inh = 0	SIAE primary = 2	UHRF1 binding = 5	GC-B act = 0	NPR1 activator = 4	PRMT1 FP inh = -4	TCR-CD3 inh = -5	MBD2 inh = -4	rCAG binder = 1
> CCOC(=O)c1c(O)c2c(n(Cc3ccco3)c1=O)CCCC2
  ABHD4 inh = -1	HTRA1 inh = -6	SIAE primary = -5	UHRF1 binding = 3	GC-B act = 0	NPR1 activator = 3	PRMT1 FP inh = 0	TCR-CD3 inh = 4	MBD2 inh = -1	rCAG binder = 1

Retrieved by structure from the entries so far (6):
Sequence of screens: ABHD4 inh, HTRA1 inh, SIAE primary, UHRF1 binding, GC-B act, NPR1 activator, PRMT1 FP inh, TCR-CD3 inh, MBD2 inh, rCAG binder
CCN(c1ccccc1)S(=O)(=O)c1ccc(OC)c(NC(=O)COc2ccc(C(C)=O)cc2)c1
 : 3, -8, 13, 2, 4, -3, 7, -1, 1, 1
COc1ccc(N2CCN(C(=O)CCNS(=O)(=O)c3cccs3)CC2)cc1
 : -3, 1, -5, 2, 2, 7, -3, 5, -2, -2
O=C(NC1CCCCCCC1)c1ccc2c(c1)N(Cc1ccc(F)cc1)C(=O)CS2=O (stereo unspecified)
 : -4, -15, -9, -2, 6, 0, 1, 10, 2, 5
CC(=O)OCCOc1nc(NC(C)C)nc(NC(C)C)n1
 : 3, 7, 8, 2, 7, 0, 0, 3, -2, -5
O=C(NC1CCCN(Cc2ccc(Cl)cc2)C1)c1cccc(N2CCCC2=O)c1 (stereo unspecified)
 : -5, 1, -2, -1, -3, -4, 1, -2, 5, -6
O=C(O)CCc1nn2c3ccccc3n(Cc3ccccc3)c2nc1=O
 : 5, 0, 7, 0, 3, 0, -1, 5, -4, -2

The results go on.
Sequence of screens: ABHD4 inh, HTRA1 inh, SIAE primary, UHRF1 binding, GC-B act, NPR1 activator, PRMT1 FP inh, TCR-CD3 inh, MBD2 inh, rCAG binder
COc1ccc(NC2CCCN(C(=O)c3ccc(OC)cc3OC)C2)cc1 (stereo unspecified)
 : 4, -5, 4, -3, -3, -3, 1, 4, 1, -10
C=CCn1c(SCC(=O)NC2CCCc3ccccc32)nnc1-c1ccncc1 (stereo unspecified)
 : -5, 3, -2, 2, -3, -1, 0, 1, 3, -7
Cc1sc(NC(=O)CN(Cc2ccccc2)C(=O)C2CC2)c(C(N)=O)c1C
 : -10, 2, 6, -3, 3, -2, -3, 0, -1, -5
Cc1c(C(=O)N(C)Cc2ccccc2)oc2ccc(S(=O)(=O)N3CCCC3)cc12
 : -6, 1, 1, -2, 6, 5, 2, -3, -2, -3
CCCc1cc(=O)oc2cc(OCc3ccc(OC)cc3)c(Cl)cc12
 : -3, -1, -2, -4, -9, 0, -2, 5, 3, 2
O=[N+]([O-])c1ccc(C2CNC(c3ccccc3)O2)cc1 (stereo unspecified)
 : 4, 7, -1, 2, -7, 0, 0, -2, 6, -12
CC(NC(=O)OCc1ccccc1)C(=O)Oc1cc2oc(=O)cc(-c3ccccc3)c2cc1Cl (stereo unspecified)
 : 16, 1, -2, -3, -1, 8, 2, 5, -10, 12
CCC[C@@H]1C[C@@]1(CCC)[C@@H](NC(=O)c1ccccc1)c1ccc(C(=O)OC)cc1
 : -24, -59, -2, 2, -1, 1, 2, -8, 0, 3
Cc1ccc(S(=O)(=O)N2CCOCC2)cc1NC(=O)COC(=O)CCn1c(C)csc1=O
 : 7, -5, 3, 0, 0, 4, 2, -1, -3, -3
O=C(COc1ccccc1Cl)Nc1ccc(C(=O)c2ccc(C(=O)O)cc2)cc1
 : -28, -15, -7, 2, -4, -4, 6, -10, 0, 41*
CC(C)Oc1cccc(C(=O)C2CCCN(C(=O)c3cc(C(F)(F)F)[nH]n3)C2)c1 (stereo unspecified)
 : -9, -3, 0, 2, -3, 0, -1, 2, -2, -7
CN(C)c1ccc(/C=N/NC(=O)c2ccc(-n3cnnn3)cc2)cc1
 : 3, 3, -5, -2, -1, -3, 3, -5, 3, 2
O=C(COC(=O)C1COc2ccccc2O1)NC1CCCCC1 (stereo unspecified)
 : 5, 1, 5, 2, 0, 1, 4, -2, -3, 0
CCN(CCO)CC1CCCC2CCCCC21 (stereo unspecified)
 : 3, nt, -2, -4, 0, 5, -1, 9, -1, 1
COC(=O)COC(=O)c1ccc(Oc2nc(OC)nc(N(C)C)n2)cc1
 : 0, -7, 3, 1, 1, -3, -1, -5, 1, -2
COc1cccc(N/C(=N/C(=S)Nc2ccc(C)cc2C)Nc2nc(C)cc(C)n2)c1
 : -2, -20, 2, 2, 4, -4, -7, 12, -2, 5
COC1c2ccccc2C(=O)N1Cc1ccc(F)cc1 (stereo unspecified)
 : 3, 3, -6, 2, 1, 1, -2, -6, 4, -2
CN(C)c1ccnc(-n2cccc2/C=N/OCc2ccccc2)c1C#N
 : 1, 0, 0, -1, 6, -1, 6, -6, -5, -5
COc1ccc(CCOC(=O)CNC(=O)c2ccc(Cl)cc2Cl)cc1
 : 2, -2, 0, 2, 3, -1, 6, 3, -2, -8
COc1ccc(OCc2nc(N)nc(Nc3ccc(C)cc3)n2)cc1
 : -9, -8, 3, 0, 0, 3, -1, 7, -2, -3
CCCNC(=O)c1cc(C2CCCCN2C(=O)c2ccc3ccccc3c2)on1 (stereo unspecified)
 : -4, nt, 2, -3, -3, 2, -2, 4, 3, 0
Cc1cc(C)n2c(Nc3c(C)cccc3C)c(-c3cccnc3)nc2n1
 : 2, nt, 1, 1, -8, -1, 6, -3, -3, 1
Cc1ccc(Oc2ccccc2/C=C2\SC(=O)N(C)C2=O)cc1
 : -1, -1, -12, -2, -2, -5, -2, 9, 1, 1
CC(=O)Nc1nnc(CCN2CCCCC2)s1
 : 3, 7, -3, 4, 1, 1, -3, 4, -7, 0
COC(=O)Nc1ccc(S(=O)(=O)N2CCC(C(=O)N(C)C3CCCCC3)CC2)cc1
 : -13, -6, -7, 0, 0, -2, -9, -6, -5, 4
Cc1cc(C)c(S(C)(=O)=O)c(S(=O)c2ccc(Cl)cc2)n1 (stereo unspecified)
 : 1, 3, 5, -1, 0, 2, 1, 6, -4, 2

Assay outcomes (PubChem BioAssay)
